CCT chaperon mod: changes cytosolic chaperonin activity; AID 651819; purified chaperonin ATPase assay, HTRF ADP detection, 30 min; hit rate 0.3% among 360,000; activity change, % (test concentration not listed), hits read low; in the data active = activity change below about -30%; note: % is set by controls: 0 for no effect and ±100 for the full control effect
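Nucleotide hydrolysis assay: TRiC at 20–40 nM final (set by batch activity) with 10 uM ATP, 30 min at 37 °C, in presence of 76 uM compound. Detection by competitive ADP HTRF, 30 min ambient.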
MmCpn inh: M. maripaludis TRiC chaperonin inhibition; hit rate 0.031% among 330,000; Potency, µM (doses to about 76.9 µM), without a hit: at the top dose activity, negative = inhibition, usual class: inhibitors; purified Mm-Cpn ATPase, ADP Transcreener TR-FRET; note: potency is the fitted concentration of half-maximal effect; % is set by controls: 0 for no effect and ±100 for the full control effect; nearly all actives have a fitted effect of over 80% in size
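Eu-cryptate anti-ADP/ADP-d2 competition gives a ratio inversely related to ADP. Enzyme at 25 nM was pre-exposed to compound for 10 min, then given 10 uM ATP for 30 min, 37°C throughout.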
EPAC2 ag: activates human EPAC2 exchange factor; Q8WZA2; EPAC2 activation, biochemical qHTS; response scale: 100% = 6.5 mM cAMP response; Potency, µM (titrated, usually from 154 µM), for the others: at the highest dose activation, actives largely listed as activators; hit rate 0.079% among 360,000; note: potency is the fitted concentration of half-maximal effect; nearly all actives have a fitted effect of over 50% in size
Target sequence (Q8WZA2 whole entry, looked up): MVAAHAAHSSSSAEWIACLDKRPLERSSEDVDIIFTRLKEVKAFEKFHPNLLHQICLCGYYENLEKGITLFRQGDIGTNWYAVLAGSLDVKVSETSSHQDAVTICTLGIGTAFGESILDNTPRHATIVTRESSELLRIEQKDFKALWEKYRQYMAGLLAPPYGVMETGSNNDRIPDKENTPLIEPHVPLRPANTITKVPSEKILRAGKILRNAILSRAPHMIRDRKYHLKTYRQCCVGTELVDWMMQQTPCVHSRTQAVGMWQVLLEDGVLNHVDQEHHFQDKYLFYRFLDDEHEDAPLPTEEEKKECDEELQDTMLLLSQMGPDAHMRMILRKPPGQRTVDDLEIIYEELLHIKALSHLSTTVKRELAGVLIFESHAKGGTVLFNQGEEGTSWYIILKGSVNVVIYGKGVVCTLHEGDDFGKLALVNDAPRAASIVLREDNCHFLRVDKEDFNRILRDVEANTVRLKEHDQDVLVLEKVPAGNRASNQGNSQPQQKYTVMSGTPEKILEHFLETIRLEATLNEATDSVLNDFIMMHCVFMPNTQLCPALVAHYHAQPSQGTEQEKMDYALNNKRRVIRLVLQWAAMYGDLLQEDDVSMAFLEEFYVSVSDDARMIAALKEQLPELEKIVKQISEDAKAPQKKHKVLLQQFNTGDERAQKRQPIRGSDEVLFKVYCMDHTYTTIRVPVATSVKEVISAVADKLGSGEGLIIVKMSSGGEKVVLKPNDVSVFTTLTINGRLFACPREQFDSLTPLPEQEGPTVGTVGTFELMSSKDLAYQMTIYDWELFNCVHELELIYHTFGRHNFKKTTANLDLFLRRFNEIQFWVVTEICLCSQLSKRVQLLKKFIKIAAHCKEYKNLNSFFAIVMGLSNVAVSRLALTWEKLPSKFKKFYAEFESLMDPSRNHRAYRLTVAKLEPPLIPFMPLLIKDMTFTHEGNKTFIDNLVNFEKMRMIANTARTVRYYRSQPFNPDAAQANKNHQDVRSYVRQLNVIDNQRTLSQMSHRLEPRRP
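Each well held 100 nM EPAC2, 250 nM RAP1B-BODIPY-GDP and 50 uM GDP. Fluorescence, read at 5-min intervals to 30 min, was referenced to a 6.5 mM cAMP positive control.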
Nrf2 inh: Nrf2 pathway inhibition; A549 ARE-Fluc reporter, luciferase luminescence, 18-24 h; Potency, µM (titrated, usually from 46 µM), for the others: at the highest dose activity change, negative = inhibition, hits mostly inhibitors; hit rate 2.1% among 360,000; AID 504444; note: potency is the fitted concentration of half-maximal effect; % is set by controls: 0 for no effect and ±100 for the full control effect; nearly all actives have a fitted effect of over 60% in size
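Nrf2 activity is the BugLite luminescence, read 15 min after reagent at room temperature, following CellTiter-Fluor cytotoxicity readout (30 min, 37C). Compound titrations were applied for 18-24 h to 5000 A549 ARE_Fluc cells/well in 5% FBS OPTI-MEM.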
Akt phos inh: inhibitors of Akt phosphorylation; Neuro2A IGF-stimulated pAkt S473 HTRF, 20 min; active compounds read low; activity change, % for hits at 50 µM; hit rate 0.32% among 360,000; in the data active = activity change below about -80%; inconclusive = mostly about -51% to -80%; note: % is set by controls: 0 for no effect and ±100 for the full control effect
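Neuro2A cells in DMEM with 0.5% FBS, overnight at 37 deg C, given compound at single 50 µM final, then IGF (6 nM final) for 20 min at 37 deg C. Lysed; phospho-Akt Ser473 by HTRF after 24 h, 665/615 ratio.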
Nrf2 activator: activators of Nrf2 (ARE) signaling; hit rate 0.31% among 410,000; AID 624171; AREc32 ARE-luciferase reporter (MCF7-derived line), luminescence, 24 h; Potency, µM (top dose mostly 46.1 µM), for inactives: at the top dose activation, most hits filed as activators; note: potency is the fitted concentration of half-maximal effect; % of control where 0% means no effect; nearly all actives have a fitted effect of over 65% in size
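Quantitative high-throughput format: AREc32 reporter cells, 1000 per well, received compound by pin transfer and were incubated 24 hr at 37 deg C, 5% CO2, before Steady-Glo luminescence detection.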
TGFb inhibitor: inhibitors of TGF-b signaling; Potency, µM (doses to about 46.1 µM), for the others: at the top dose activity, negative = inhibition, most hits filed as inhibitors; AID 588855; hit rate 1.2% among 410,000; HepG2 CAGA-GFP TGF-b/SMAD3 reporter, GFP fluorescence, 18 h; TGF-beta stimulated, 500 pg/mL final; note: potency is the fitted concentration of half-maximal effect; % is set by controls: 0 for no effect and ±100 for the full control effect; nearly all actives have a fitted effect of over 65% in size
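Per well, imaged GFP fluorescence of HEPG2 CAGA-GFP cells gives the signal; cells get compound, then TGF-beta (500 pg/mL final), 18 h at 37 degrees C; %Activity versus -TGF-beta and +DMSO controls.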
EPAC2 antagonist: blocks human EPAC2 exchange factor; EPAC2 GEF exchange of Rap1B-BODIPY-GDP, fluorescence; Potency, µM (titrated, usually from 114 µM), inactives show at the top dose activity, negative = inhibition, most hits filed as inhibitors; Q8WZA2; hit rate 0.18% among 360,000; AID 720708; note: potency is the fitted concentration of half-maximal effect; % is set by controls: 0 for no effect and ±100 for the full control effect; nearly all actives have a fitted effect of over 45% in size; many of its hits are not listed in these tables
A549 viability: kills or reduces viability of A549 cells in Nrf2 counter-screen | A549 ARE-Fluc cells, CellTiter-Fluor viability, 18-24 h | Potency, µM (series often up to 46 µM), without a hit: top-dose activity change, negative = cytotoxicity, most hits filed as inhibitors | hit rate 0.16% among 390,000 | AID 504648; note: potency is the fitted concentration of half-maximal effect; % is set by controls: 0 for no effect and ±100 for the full control effect
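A549 ARE-Fluc cells in 5% FBS OPTI-MEM, 5000 cells/well, rested 2 h then exposed to compounds in concentration-response for 18-24 h at 37 °C. Viability by CellTiter-Fluor fluorescence (Ex 405/Em 525) after 30 min; luciferase luminescence (BugLite, 15 min, RT) read afterwards.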
Numbers without * were called inactive; i = inactive; ? = inconclusive; nt = not tested or not shown; [ ] = another dose, or the depositor's remark. Unless noted, calls come from the whole dose curve; as a rule, active = well fitted curve in the direction sought with a large enough effect; inconclusive = small, poorly fitted or top-dose-only effect, or another doubt; inactive = no such curve, though single readings can be large; an effect the other way counts as inactive or inconclusive. An excerpt (hit frequency here may not be typical).

1. CN(C)C(=O)c1cc(C(=O)c2ccc(C(F)(F)F)cc2F)c[nH]1
2. O=C(/C=C/[C@H]1O[C@@H](n2ccc(=O)[nH]c2=O)[C@H](O)[C@@H]1O)NC1CCN(Cc2ccccc2)C1 (stereo partly drawn)
3. Cc1ccc(-c2[nH]ncc2CN2CCN(C(=O)c3cccs3)CC2)cc1C
4. Cc1oc(-c2ccccc2F)nc1CS(=O)(=O)CC(=O)NCCCN1CC(C)CC(C)C1 (stereo not drawn)
5. Cc1cc(C(=O)Nc2c(C)nn(Cc3ccc(F)cc3)c2C)no1
6. O=C(NCC1CCCO1)c1ccc(Oc2ccc([N+](=O)[O-])cc2)cc1 (stereo not drawn)
7. COC(=O)c1ccc(CNC(=O)C2CCC(=O)N(CCN3CCOCC3)C2)cc1 (stereo not drawn)
8. Cc1cccc(NC(=O)CSc2nnc(CNC(=O)c3ccco3)o2)c1
9. CCn1c(C)c2c(C)nnc(C)c2c1C
10. O=C1CN(C(=S)NC(=O)c2ccc(-c3ccccc3)cc2)CCN1
assay / entry,1,2,3,4,5,6,7,8,9,10
CCT chaperon mod,1.8,1.2,-0.4,-0.7,nt,0.6,-0.7,-1.1,-0.7,-3.2
MmCpn inh,2%,nt,-1%,0%,nt,-6%,2%,1%,-1%,3%
EPAC2 ag,8%,0%,13%,4%,nt,6%,5%,3%,-12%,6%
Nrf2 inh,22%,nt,1%,8%,16%,-5%,10%,10%,-7%,30%
Akt phos inh,i,i,i,i,nt,i,i,i,i,i
Nrf2 activator,0.5%,0.2%,-0.8%,-0.2%,-1.0%,4.1%,-1.5%,-0.9%,-0.5%,0.6%
TGFb inhibitor,23%,-7%,-24%,-8%,-18%,25%,-4%,0%,-6%,17%
EPAC2 antagonist,4%,5%,-2%,6%,nt,2%,5%,-2%,14%,-4%
A549 viability,-5%,nt,-7%,2%,-1%,-3%,-4%,1%,-11%,18%

11. CC(=O)c1c(C)[nH]c(C(=O)OC2CCOC2=O)c1C (stereo not drawn)
12. CCOC(=O)c1cccc(NC(=O)CSc2nnc(-c3ccncc3)n2CCCOC)c1
13. COc1ccc(CC(NC(C)=O)C(=O)NC2CCN(C(=O)c3ccccc3F)CC2)cc1 (stereo not drawn)
14. S=c1[nH]nc(CCCc2n[nH]c(=S)o2)o1
15. CCOc1ccccc1N1C(=O)c2ccc(C(=O)Nc3cccnc3)cc2C1=O
16. N#Cc1cccc(C(=O)Nc2ccc(S(=O)(=O)Nc3nccs3)cc2)c1
17. COc1ccc(N(C)C(=O)CCC(=O)Nc2ccc3nc(N4CCOCC4)cc(C)c3c2)c(OC)c1
18. CCc1cc(-c2nnn(CCC3COCCO3)c2CC)cc(CC)c1-c1cn(CCc2c[nH]c3ccccc23)nn1 (stereo not drawn)
19. O=C(Nc1ccnn1C1CCN(C/C=C/c2ccccc2)CC1)c1cccc(F)c1
20. COc1ccc(OC)c(/C=C/C(=O)Nc2ccc(C(=O)OCCC(C)C)cc2)c1
assay / entry,11,12,13,14,15,16,17,18,19,20
CCT chaperon mod,0.8,-1.4,-2.0,-1.1,-0.7,-1.5,0.0,-2.1,1.8,nt
MmCpn inh,1%,-2%,1%,-1%,3%,-1%,-2%,nt,-2%,nt
EPAC2 ag,0%,13%,11%,1%,6%,11%,6%,12%,-3%,nt
Nrf2 inh,2%,-1%,0%,1%,13%,-2%,?,nt,11%,2%
Akt phos inh,i,i,i,i,i,i,i,i,i,nt
Nrf2 activator,-0.5%,0.0%,0.0%,4.0%,0.0%,-0.4%,0.4%,4.1%,0.1%,4.8%
TGFb inhibitor,0%,8%,8%,13%,2%,-4%,6%,-12%,0%,-3%
EPAC2 antagonist,6%,-5%,-1%,2%,4%,-8%,-15%,-1%,2%,nt
A549 viability,3%,-1%,1%,2%,-8%,3%,-1%,nt,-3%,-1%

Shown tab-delimited: part of the list above.
#	compound	CCT chaperon mod	MmCpn inh	EPAC2 ag	Nrf2 inh	Akt phos inh	Nrf2 activator	TGFb inhibitor	EPAC2 antagonist	A549 viability
15	CCOc1ccccc1N1C(=O)c2ccc(C(=O)Nc3cccnc3)cc2C1=O	-0.7	3%	6%	13%	i	0.0%	2%	4%	-8%
16	N#Cc1cccc(C(=O)Nc2ccc(S(=O)(=O)Nc3nccs3)cc2)c1	-1.5	-1%	11%	-2%	i	-0.4%	-4%	-8%	3%

Other records
21. CCc1nc2ccccc2c(C(=O)NCc2ccccc2)c1C
22. O=C(/C=C/c1ccc(Cl)cc1)NC(=S)Nc1ccc(CN2CCOCC2)cc1
23. C#CCOCCOCCOCCNc1nc(N2CCN(C(=O)[C@H](Cc3cc4ccccc4[nH]3)n3cc(C(N)CC(C)C)nn3)CC2)nc(N2CCN(C(=O)[C@H](CCC(=O)O)n3cc(C(N)[C@H](C)CC)nn3)CC2)n1 (stereo partly drawn)
24. CCCN(CCC)C(=O)c1ccc2c(c1)N(Cc1ccccc1)C(=O)CS2=O (stereo not drawn)
25. O=C(Nc1ccc(Cl)cn1)C1CCCN1S(=O)(=O)c1cccc2ccccc12 (stereo not drawn)
26. CCOC(=O)c1c(S(=O)(=O)N2CCCCCC2)c(C)n(C)c1C
27. COc1ccc(-c2cc(-c3ccc(F)cc3)nc3c2COc2ccccc2-3)cc1
28. Cc1ccc(C(=O)NCC(=O)OCC(=O)N(CC(C)C)c2c(N)n(Cc3ccccc3)c(=O)[nH]c2=O)s1
29. COc1ccc(C(N)CCc2ccc(C)o2)cc1 (stereo not drawn)
30. COc1cc(OC)cc(C(=O)NC(=S)Nc2ccc(N3CCCC3)cc2)c1
assay / entry,21,22,23,24,25,26,27,28,29,30
CCT chaperon mod,-6.5,-7.9,-0.2,-2.5,0.7,0.2,nt,0.8,-3.2,0.8
MmCpn inh,0%,0%,nt,-2%,0%,2%,nt,nt,-1%,2%
EPAC2 ag,11%,1%,6%,-1%,16%,16%,nt,-11%,-37%[inhibitor],19%
Nrf2 inh,-3%,-12%,6%,12%,?,14%,-1%,nt,11%,1%
Akt phos inh,i,i,i,i,nt,i,nt,i,i,i
Nrf2 activator,0.2%,0.8%,0.1%,3.8%,-0.2%,-0.4%,-0.8%,-1.1%,0.1%,-0.3%[9.22 µM]
TGFb inhibitor,-3%,0%,9%,?,0%,-7%,-3%,-2%,-5%,-6%
EPAC2 antagonist,5%,4%,11%,-5%,-14%,8%,nt,-14%,-2%,20%
A549 viability,13%,-1%,2%,4%,-18%,-1%,-2%,nt,1%,8%

Random excerpt: 2 entries already listed
22. O=C(/C=C/c1ccc(Cl)cc1)NC(=S)Nc1ccc(CN2CCOCC2)cc1
27. COc1ccc(-c2cc(-c3ccc(F)cc3)nc3c2COc2ccccc2-3)cc1
assay / entry,22,27
CCT chaperon mod,-7.9,nt
MmCpn inh,0%,nt
EPAC2 ag,1%,nt
Nrf2 inh,-12%,-1%
Akt phos inh,i,nt
Nrf2 activator,0.8%,-0.8%
TGFb inhibitor,0%,-3%
EPAC2 antagonist,4%,nt
A549 viability,-1%,-2%

Next section:
31. C=C[C@@H]1c2cc(C)ccc2N(S(=O)(=O)c2ccc(C)cc2)[C@H](c2ccc(OC(C)=O)cc2)C1(C#N)C#N
32. COc1cc(NC(=S)Nc2cccc(Cl)c2Cl)c(OC)cc1Cl
33. O=C(NNC(=O)C12CC3CC(CC(O)(C3)C1)C2)c1csc(N2CCOCC2)n1
34. COc1ccccc1CNC(=O)c1nnn(CC(=O)Nc2c(C)cccc2C)c1N
35. O=C(NCCC(=O)N1CCN(c2ccccc2O)CC1)c1ccc(Cl)cc1
36. Cc1ccc2c(c1)-c1c(cnn1CC(=O)N(CCC#N)c1ccccc1)CO2
assay / entry,31,32,33,34,35,36
CCT chaperon mod,-0.6,-3.4,-0.8,nt,-0.6,-1.8
MmCpn inh,1%,-8%,2%,nt,-2%,0%
EPAC2 ag,1%,9%,4%,nt,9%,10%
Nrf2 inh,-86%,-1%,-7%,?,3%,3%
Akt phos inh,i,i,i,nt,i,i
Nrf2 activator,-3.2%,0.1%,-0.2%,-0.8%,2.4%,-1.1%
TGFb inhibitor,?,0%,1%,-7%,-27%,9%
EPAC2 antagonist,-8%,-1%,0%,nt,6%,-21%
A549 viability,-18%,1%,-4%,11%,-2%,-2%

As entered above:
Value of C=C[C@@H]1c2cc(C)ccc2N(S(=O)(=O)c2ccc(C)cc2)[C@H](c2ccc(OC(C)=O)cc2)C1(C#N)C#N in Nrf2 inh: -86%
Value of Cc1ccc2c(c1)-c1c(cnn1CC(=O)N(CCC#N)c1ccccc1)CO2 in EPAC2 antagonist: -21%
